From PubChem BioAssay
MT1-MMP act inh: blocks activation of human MT1-MMP | P50281 | HT1080 RFP-PRO-GFP cells, GFP/RFP ratio fluorescence, overnight; percent of plate control window, DMSO zero | GFP/RFP ratio change, % at 20 µM | 360,000 tested, 0.061% active;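 active = GFP/RFP ratio change of at least 30% with cell ATP level not reduced by more than half and red fluorescence within 50% of control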; note: strong numbers were not always called active
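Compound: 20 µM single dose, 1% DMSO / System: HT1080 RFP-PRO-GFP cells / Controls: DMSO and RFP-L50D-GFP cell wells / Read-out basis: GFP/RFP fluorescence ratio / Schedule: overnight compound exposure at 37 °C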
CSN inh: CSN deneddylation inhibition; Q92905; Purified CSN, SCF-Nedd8-OG deneddylation, fluorescence polarization; inhibition, % at 12.5 µM; 360,000 tested, 0.38% active;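 active = pattern-corrected inhibition above about 35%, with an unprinted fluorescence ratio check between 0.5 and 1.5, limit read from the data, passing the limit was not always enough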;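 note: 0% = enzyme with substrate and 100% = substrate without enzyme; some results filed as inactive read as strong as hits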
Target sequence (Q92905 whole entry, looked up, one chain of several): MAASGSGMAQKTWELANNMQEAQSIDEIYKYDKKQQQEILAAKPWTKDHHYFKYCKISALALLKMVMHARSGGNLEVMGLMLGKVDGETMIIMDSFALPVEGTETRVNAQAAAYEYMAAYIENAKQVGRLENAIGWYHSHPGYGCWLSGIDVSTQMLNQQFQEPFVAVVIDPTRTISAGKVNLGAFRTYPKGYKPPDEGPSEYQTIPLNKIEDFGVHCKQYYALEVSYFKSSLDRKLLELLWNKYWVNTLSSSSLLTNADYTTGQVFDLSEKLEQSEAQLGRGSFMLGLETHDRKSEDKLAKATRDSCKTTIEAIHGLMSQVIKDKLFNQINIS
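Assay system: Purified human Csn5 enzyme expressed in HEK293T cells | Amount: Enzyme 0.24 nM | Measured by: Fluorescence polarization readout | Medium: Tris/NaCl/DTT buffer, pH 7.5 | Compound dosing: One concentration, 12.5 µM, 0.25% DMSO | Times: 90 min incubation of compound, enzyme and substrate at room temperature | Control set: no-enzyme wells high, enzyme-with-substrate wells low | Read-out: % inhibition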
Rin1-Abl PPI inh: human Rin1-Abl interaction inhibition. TR-FRET Rin1/Abl binding, biochemical. inhibition, % at 7.35 µM. 360,000 tested, 0.4% active. P00519+Q13671. AID 588664; in the data active = inhibition above about 5%, passing the limit was not always enough
E coli Lon inh: E. coli protease La inhibition | P0A9M0 | 360,000 tested, 0.42% active | inhibition, % at 7.94 µM | purified E. coli Lon protease, fluorescence polarization; in the data active = inhibition above about 13%, passing the limit was not always enough;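 note: 0% = enzyme with probe and DMSO and 100% = no enzyme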
FAS-TE inh: blocks the thioesterase domain of human fatty acid synthase | P49327 | recombinant FAS-TE, OMFH fluorogenic substrate, fluorescence endpoint | inhibition, % at 15 µM | 360,000 tested, 0.67% active | AID 602261;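 active = compounds whose normalised, plate-corrected inhibition of enzyme fluorescence in the single-dose primary screen is 50% or more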;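 note: 0% = DMSO with enzyme and 100% = substrate without enzyme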
bovine MsrA act: bovine methionine sulfoxide reductase A activation; purified bovine MsrA, absorbance read-out; activation, % at 10.6 µM; 360,000 tested, 0.3% active; AID 602163; in the data active = activation above about 7.5%;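 note: 0% = vehicle and 100% = reference activator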
MsrA inhibitor: inhibitors of bovine MsrA. purified bovine MsrA, absorbance read-out. inhibition, % at 15.5 µM. 360,000 tested, 0.75% active. AID 651718; in the data active = inhibition above about 4.5%;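 note: 0% = vehicle wells with enzyme and 100% = reference inhibitor wells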
MLLE-PAM2 inh: blocks PAM2 peptide binding to the PABP1 MLLE domain. P11940. GST-MLLE / FITC-PAM2 fluorescence polarization. inhibition, % at 20 µM. 360,000 tested, 0.36% active. AID 588489; in the data active = inhibition above about 35%, passing the limit was not always enough;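 note: plate controls were DMSO wells with GST-MLLE for no effect and wells lacking GST-MLLE protein for full effect; some results filed as inactive read as strong as hits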
Target sequence (P11940 whole entry, looked up, the tested form may be a part): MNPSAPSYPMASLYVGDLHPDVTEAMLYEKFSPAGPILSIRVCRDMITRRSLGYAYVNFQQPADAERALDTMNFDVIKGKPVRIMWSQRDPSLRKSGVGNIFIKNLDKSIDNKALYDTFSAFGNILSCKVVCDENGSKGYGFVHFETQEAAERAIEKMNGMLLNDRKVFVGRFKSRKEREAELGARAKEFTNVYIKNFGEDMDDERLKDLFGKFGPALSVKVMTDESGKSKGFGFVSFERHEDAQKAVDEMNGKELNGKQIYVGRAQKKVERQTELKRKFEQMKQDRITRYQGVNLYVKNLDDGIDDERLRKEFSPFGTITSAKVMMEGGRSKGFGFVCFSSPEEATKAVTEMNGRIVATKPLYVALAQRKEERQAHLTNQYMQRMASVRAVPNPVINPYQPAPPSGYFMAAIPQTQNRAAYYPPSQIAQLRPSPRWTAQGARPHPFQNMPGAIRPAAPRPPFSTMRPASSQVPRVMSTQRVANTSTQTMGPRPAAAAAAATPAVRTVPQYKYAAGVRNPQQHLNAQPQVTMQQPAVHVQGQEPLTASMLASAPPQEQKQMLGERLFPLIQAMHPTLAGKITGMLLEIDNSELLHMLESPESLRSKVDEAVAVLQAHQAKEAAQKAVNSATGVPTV
Rpn11 block: inhibitors of human proteasome Rpn11 | O00487 | human 26S proteasome, Ub4-pepOG fluorescence polarization; 20S core pre-blocked with epoxomicin | calls only at 20 µM | 360,000 tested, 0.59% active | AID 588493;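 active = inhibition at 20 µM, scaled to each plate's controls, above about 33%, limit read from the data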
Active calls of the source: *; i = inactive; nt = no result given.

Molecule,MT1-MMP act inh,CSN inh,Rin1-Abl PPI inh,E coli Lon inh,FAS-TE inh,bovine MsrA act,MsrA inhibitor,MLLE-PAM2 inh,Rpn11 block
COCCCNC(=O)CCNS(=O)(=O)c1ccc(C)cc1,-1,1,-3,-3,-9,-1,0.7,0,i
CC(NC(=S)Nc1ccccc1)C1COc2ccccc2O1 (stereo not given),2,3,-1,-3,6,-1,0.2,-14,i
COC(=O)c1ccc(/C=C(\C#N)c2nc3ccccc3s2)cc1,-64,4,1,-29,6,-4,-0.1,-12,i
Cc1cccc(C(=Cc2ccc([N+](=O)[O-])cc2)C(=O)O)c1,2,2,1,-2,-5,-3,3.6,-12,i
Fc1ccc(CSc2nnc(CN3CCOCC3)n2-c2ccccc2)c(Cl)c1,-4,4,3,3,-5,0,0.0,-1,i
CCOC(=O)N1CCN(C(=O)C2CCN(S(=O)(=O)CC)CC2)CC1,-4,1,-2,-2,-7,-3,-0.2,-8,i
C(=C\n1nnc2ccccc21)/c1ccc[nH]1,-5,15,2,-47,-4,-3,2.0,-32,i
C=CCc1ccccc1OCCn1ccnc1,3,3,1,-3,-7,-1,0.5,1,i
CCn1cc(C(=O)NCc2cccnc2)c2cc(OC)c(OC)cc2c1=O,12,4,3,-1,-2,-5,-0.1,-1,i
NC(=O)c1cc2cc(Cl)ccc2o/c1=N/NC(=O)c1cccs1,7,-2,-2,-1,-4,0,-1.5,-26,i
CN(C)C(=O)/C(=C\c1cccc(Oc2ccccc2)c1)NC(=O)c1ccccc1,-1,4,1,-3,0,-1,-0.1,9,i
O=C(O)c1ccc(CNC(=O)c2ccc3c(c2)C(=O)N(Cc2cccnc2)C3=O)cc1,-1,0,3,7,-2,-7,-0.8,1,i
COc1ccc(Cl)cc1N1C(=O)C2CCCN2C1c1ccc(F)cc1 (stereo not given),-1,-7,-2,9,0,1,-1.2,12,i
CCOC(=O)C1=C(Nc2ccc(C)cc2)CC(C)(O)C(C(=O)OCC)C1c1ccccc1 (stereo not given),3,-3,-2,-7,19,0,-0.4,-7,i
O=c1c(-c2cccc([N+](=O)[O-])c2)[n+]([O-])c2ccccc2n1O,2,-2,0,-4,-1,-5,1.0,8,i
Cc1cc(C)c(C)c(OCC(=O)O/N=C(\N)c2ccccn2)c1,1,2,-5,1,-2,1,1.2,-2,i
COC(=O)CSc1nnc(-c2ccc(NS(=O)(=O)c3ccccc3)cc2)o1,10,1,0,-14,-1,-4,1.0,-151,i
C=CCO/N=C/C1C(=O)CC(C)(C)CC1=O,1,2,2,-1,-2,0,0.9,3,i
O=C(O)c1cc(C(=O)O)c(-c2ccccc2)c(C(=O)O)c1,9,0,-3,-4,-3,-2,-0.7,3,i
CCN(CC)CCCNC(=O)Cn1cc2c(n1)CCC(C)C2 (stereo not given),1,3,4,-1,-4,-2,-1.3,3,i
NC(Cc1ccc(F)cc1)c1csc(Nc2nccc(C(F)(F)F)n2)n1 (stereo not given),11,8,1,17,-14,4,-0.3,0,i
CCOC(=O)Cc1csc(NC(=O)c2cnc3scc(C)n3c2=O)n1,5,6,2,-1,38,0,-0.1,13,i
COc1ccc(-c2cc(C(F)(F)F)n3nc(C(=O)NCc4ccco4)c(Cl)c3n2)cc1,-3,-2,0,8,6,-4,-0.2,-10,i
CCOC(=O)C1C(C#N)=C(N)OC(C)=C1c1ccncc1 (stereo not given),-2,-3,-1,4,2,-12,-1.2,10,i
O=C(CCNC(=O)Cn1ccc2ccccc2c1=O)NCCN1CCc2ccccc2C1,-3,-5,2,5,-15,-12,-1.4,-15,i
N/C(=N\OC(=O)COc1ccccc1)c1ccncc1,1,-3,0,7,-6,1,-1.2,-11,i
CCOC(=O)c1ccccc1NC(=O)CSc1ncc(C(=O)OCC)c(N)n1,6,2,-1,3,14,0,0.8,7,i
CCCc1cc(=O)[nH]c(SCC(=O)Nc2cc(C)on2)n1,0,-9,5,-17,-6,3,-0.2,-5,i
Nc1nc(SCCO)[nH]c(=O)c1NC(=O)c1ccco1,-2,0,-2,20,-6,0,0.6,14,i
CC1Oc2ccccc2N(CC(=O)NC2CC2)C1=O (stereo not given),3,0,-1,5,-5,-7,-0.8,-2,i
CCNC(=O)N1CCC(n2nccc2NC(=O)CCOc2ccccc2)CC1,2,-16,4,1,-7,-3,0.6,1,i
COc1ccc(C(=O)NC(C)CCc2ccccc2)c(O)c1 (stereo not given),1,6,0,-5,15,-5,1.3,8,i
CCc1c(C)sc(NC(=S)NC(C)C2CCCO2)c1C(=O)OC (stereo not given),-4,8,3,2,18,-4,-0.3,8,i
O=C(CN(C(=O)c1csnn1)c1ccccc1Cl)NCCc1ccccc1,-5,-1,0,3,-4,-2,-0.5,28,i
O=C(CN(Cc1cccs1)C(=O)CNS(=O)(=O)c1ccc(Cl)cc1)NCc1ccco1,4,1,-2,-3,4,-1,-0.6,8,i
CC(C)Cn1c(-c2ccncc2)n[nH]c1=S,3,-17,1,-5,-1,2,0.7,-25,i
O=c1c2nnn(Cc3ccccc3)c2ncn1-c1ccccc1,-3,-6,3,3,-4,-3,-0.3,1,i
C=CCn1c(=O)c(C(=O)Nc2ncccc2C)c(O)c2ccccc21,9,-2,0,-15,-1,-5,-0.6,14,i
O=C(NCCc1ccccc1)c1cc(-c2ccccc2)c(N2CCOCC2)s1,3,-1,1,-5,30,-2,0.9,9,i
COc1ccc(CNC(=O)N2CCN(c3ccc(F)cc3)CC2)cc1Cl,4,-4,-1,6,9,-4,-0.3,9,i
Cc1cnc(C(=O)OCC(=O)Nc2cc(S(=O)(=O)N3CCCCC3)ccc2Cl)cn1,1,-3,0,-5,-1,-1,-0.2,-7,i
CCN(CC)S(=O)(=O)c1ccc(N2CCOCC2)c(NC(=O)c2nn(C)c(=O)c3ccccc23)c1,2,2,4,1,7,-1,0.8,-5,i
CC(C)OC(=O)NCCOC(=O)Nc1ccc(Cl)c(Cl)c1,5,6,0,3,22,1,-0.1,0,i
CCCOc1ccc(CSC(=N)N)cc1C(=O)OC,4,3,3,2,-7,-1,3.9,-17,i
Cc1ccc(NC(=S)Nc2cccc3cnccc23)cc1C,-3,37*,-2,-8,4,-12,-0.1,20,i
O=C(Nc1cccnc1Cl)c1cc([N+](=O)[O-])ccc1Cl,-4,1,-2,2,-2,1,-1.2,-9,i
COc1cc(OC)cc(-n2nc(C(=O)NCCCN3CCOCC3)c3ccccc3c2=O)c1,-2,1,-2,0,0,-4,1.1,0,i
Cc1ccc(C(=O)CSc2n[nH]c(C)n2)cc1,2,-4,-3,6,-6,1,0.2,23,i
CCCCn1c(N)c(N(CCC(C)C)C(=O)C2CCN(C(=O)c3ccccc3C)CC2)c(=O)[nH]c1=O,1,2,8.4*,2,-5,-12,0.1,-16,i
Cc1cccc(C(=O)Nc2ccc(O)c3c(=O)cc(-c4ccccc4Cl)oc23)c1,-4,-1,5,0,6,-7,1.8,-13,i

Next records
Molecule,MT1-MMP act inh,CSN inh,Rin1-Abl PPI inh,E coli Lon inh,FAS-TE inh,bovine MsrA act,MsrA inhibitor,MLLE-PAM2 inh,Rpn11 block
C/C(CC(=O)Nc1cccc(C(F)(F)F)c1)=N\NC(=O)C(=O)NCC(C)C,-1,-11,0,1,-5,2,0.5,11,i
O=C(Nc1ccncc1)c1ccc(S(=O)(=O)Nc2ccccc2)cc1,-12,-4,1,-1,-2,-2,-0.1,1,i
NNC(=S)Nc1cccc(Cl)c1,-1,1,1,-8,-6,-4,0.8,-13,i
COc1ccccc1-c1csc(C(O)c2ccc(F)c(F)c2)n1 (stereo not given),-2,-3,-2,-11,16,0,-0.2,13,i
O=C1OC=NC1=Cc1ccccc1,-6,-5,0,-10,-9,-1,-0.8,-28,i
CC(=O)Nc1nc(-c2ccccc2)c(-c2ccccc2)o1,-2,-1,3,0,-5,-10,1.4,-3,i
O=C(Nc1cccc(Cl)c1N1CCCC1)c1ccc([N+](=O)[O-])o1,-3,-5,-1,21,17,-9,-1.0,8,i
COc1ccc(CNC(=O)c2sc3nc4c(c(C(F)(F)F)c3c2N)CCC4)cc1OC,-8,-4,0,0,11,-4,-0.5,10,i
COc1ccc(CCNC(=O)CSc2nc3c(c(=O)n(C)c(=O)n3C)n2C(C)C)cc1OC,0,6,2,1,-9,-3,-0.7,-2,i
Cn1c(SCCC#N)nnc1-c1ccc(F)cc1,2,-5,-2,-3,-4,-3,nt,-24,i

Already shown: 2 of the compounds above.
Molecule,MT1-MMP act inh,CSN inh,Rin1-Abl PPI inh,E coli Lon inh,FAS-TE inh,bovine MsrA act,MsrA inhibitor,MLLE-PAM2 inh,Rpn11 block
COCCCNC(=O)CCNS(=O)(=O)c1ccc(C)cc1,-1,1,-3,-3,-9,-1,0.7,0,i
CC(NC(=S)Nc1ccccc1)C1COc2ccccc2O1 (stereo not given),2,3,-1,-3,6,-1,0.2,-14,i

(cont.)
Molecule,MT1-MMP act inh,CSN inh,Rin1-Abl PPI inh,E coli Lon inh,FAS-TE inh,bovine MsrA act,MsrA inhibitor,MLLE-PAM2 inh,Rpn11 block
Cc1ccc(S(=O)(=O)NN=C2CCc3ccccc32)cc1,3,3,2,3,1,-1,1.1,10,i
COc1ccccc1NC(=O)COC(=O)[C@@H]1CCCN1C(=O)c1cccs1,-3,-3,-1,-2,-1,-2,-0.7,-13,i
c1ccc2c(c1)CC(N1CCCCC1)c1ccccc1N2 (stereo not given),3,-1,-1,3,-7,0,-0.4,-1,i
CCOc1ccccc1C(=O)NC(CO)C(=O)O (stereo not given),-1,-2,5,-9,-6,-4,-0.2,3,i
O=C(NCc1ccccn1)c1cc(-c2ccncc2)nc2ccccc12,-1,3,2,-2,-7,-4,0.5,-5,i
